GLD-1 TGE inh = GLD-1/TGE RNA complex disruptors, primary screen, biochemical, fluorescence polarization | inhibition, % at 5.96 µM | 0.44% of 320,000 active | Female germline-specific tumor suppressor gld-1 (Caenorhabditis elegans), Q17339 | AID 2280, 2010 | purified GLD-1 + fluorescein TGE RNA;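 active = percent inhibition above a per-plate cutoff, the plate mean of test compounds plus 3 SD, cut at about 30% in these data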;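 note: 0% = DMSO wells with GLD-1 and probe and 100% = wells lacking GLD-1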
Yeast superoxide = reduction of superoxide in aged yeast, primary screen, HTS. 0.18% of 330,000 active. AID 2690, 2010. superoxide response (% of plate mean), % at 10 µM. S. cerevisiae aged cells, superoxide DHE fluorescence; hits give low values;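 active = superoxide response under a set limit, about three screen SD below normal, cut at about 65% in these data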;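 note: yeast aged for seven days with compound at 30 °C before DHE staining; 100% = average MFI of all compound-treated wells on the plate with controls excluded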
CIT2-GFP yeast = modulators of CIT2-GFP expression in yeast, primary screen, S. cerevisiae, GFP fusion, multiplex flow cytometry, MLPCN library; S. cerevisiae CIT2-GFP strain, 3 h; 100 means same as DMSO wells; GFP response vs DMSO, % at 10 µM; 0.065% of 320,000 active; AID 2029, 2009;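 active = GFP response relative to DMSO above a set limit, near the screen mean plus 3 SD, cut at about 150% in these data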;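 note: ratio of well median GFP fluorescence to mean of DMSO wells on the plate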
BCLXL inh = inhibitors of human Bcl-xL, primary screen, biochemical, fluorescence polarization, HTS | GST-Bcl-xL / FITC-Bim BH3 peptide fluorescence polarization | Bcl-2-like protein 1 (Homo sapiens), Q07817 | 0.7% of 320,000 active | inhibition, % at 10.9 µM;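 active = inhibition above the mean of all tested compounds plus 3 SD, cutoff set per campaign, cut at about 30% in these data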;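 note: 0% = DMSO wells and 100% = unlabeled Bim-BH3 peptide competitor; inhibitors lower millipolarization by displacing the labeled peptide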
Target sequence (Q07817 whole entry, looked up): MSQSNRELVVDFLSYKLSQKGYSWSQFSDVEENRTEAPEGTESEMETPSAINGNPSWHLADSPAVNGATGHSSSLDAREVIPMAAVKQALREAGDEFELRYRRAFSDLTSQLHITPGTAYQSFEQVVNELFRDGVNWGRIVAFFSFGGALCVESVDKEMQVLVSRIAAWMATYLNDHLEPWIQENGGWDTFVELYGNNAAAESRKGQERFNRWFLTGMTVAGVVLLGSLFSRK
MEX-5 binding = MEX-5 zinc finger RNA-binding disruptors – biochemical, C. elegans, fluorescence polarization, MLPCN library, primary screen; AID 1832, 2009; activity score (negative = inhibition of binding), % at 10 µM; Zinc finger protein mex-5 (Caenorhabditis elegans), Q9XUB2; MEX-5/FITC-TCR2 RNA binding; hits give low values; 0.38% of 300,000 active;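 active = inhibition past about -25% in most replicates, and total fluorescence under double the plate's negative control median, limit read from the data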;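 note: 0% = DMSO and -100% = 5 µM competing unlabeled TCR2 RNA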
Target sequence (Q9XUB2 whole entry, looked up): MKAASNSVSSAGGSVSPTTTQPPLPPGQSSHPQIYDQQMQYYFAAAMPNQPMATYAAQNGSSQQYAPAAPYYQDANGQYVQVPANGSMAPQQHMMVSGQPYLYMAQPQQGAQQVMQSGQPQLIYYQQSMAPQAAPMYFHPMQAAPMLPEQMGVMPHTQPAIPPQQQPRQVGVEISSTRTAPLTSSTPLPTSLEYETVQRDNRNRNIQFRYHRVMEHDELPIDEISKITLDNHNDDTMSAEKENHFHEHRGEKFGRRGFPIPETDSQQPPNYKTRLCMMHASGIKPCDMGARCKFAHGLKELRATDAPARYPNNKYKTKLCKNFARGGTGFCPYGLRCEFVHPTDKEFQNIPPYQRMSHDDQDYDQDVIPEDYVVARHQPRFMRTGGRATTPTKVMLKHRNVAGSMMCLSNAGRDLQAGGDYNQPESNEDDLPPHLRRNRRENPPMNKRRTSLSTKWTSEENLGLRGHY
VLA-4 inh = inhibition in human VLA-4 binding assay, primary screen, VLA-4 allosteric modulator project, MLPCN library, flow cytometry, VLA-4 expressing cells; Integrin alpha-4 (Homo sapiens), P13612; ligand binding flow cytometry; inhibition, % (about 7 µM as worked out from the volumes in the protocol); 0.2% of 330,000 active; in the data active = inhibition above about 50%
MCL1-BIM inh = inhibitors of MCL1 binding to BIM-BH3, primary screen, biochemical, fluorescence polarization | inhibition, % at 10.9 µM | Induced myeloid leukemia cell differentiation protein Mcl-1 (Homo sapiens), Q07820 | 0.68% of 320,000 active | GST-MCL1 / FITC-Bim-BH3 fluorescence polarization | AID 2057, 2009;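 active = inhibition above the mean inhibition of all tested compounds plus 3 SD, set per campaign, cut at about 40% in these data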;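 note: 0% = DMSO wells and 100% = unlabeled Bim-BH3 peptide control; higher means more loss of mP so more displacement of Bim peptide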
GRK2 aptamer HTS = compounds blocking aptamer binding on GRK2 – biochemical, human GRK2, bead flow cytometry, HTS, primary screen; FAM-aptamer displacement from GRK2; 0.59% of 330,000 active; AID 488847, 2010; Beta-adrenergic receptor kinase 1 (Homo sapiens), P25098; inhibition of aptamer binding, % at 10 µM;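 active = inhibition of aptamer binding above 40%, roughly 3 SD of noise, on plates passing a quality check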;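 note: median bead fluorescence of bound FAM aptamer so fluorescent compounds give negative values; no value below 0 was filed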
AGP1-GFP MLPCN = modulators of AGP1-GFP expression in yeast TOR pathway, primary screen, cell-based, multiplex flow cytometry, S. cerevisiae, MLPCN library; AID 2066, 2009; GFP response vs DMSO, % at 10 µM; 3 h; GFP as percent of DMSO wells; 0.02% of 320,000 active;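 active = GFP response relative to DMSO above a set limit, near screen average plus 3 SD, cut at about 150% in these data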;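 note: median GFP channel fluorescence of the gated AGP1 strain per well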
An asterisk follows results filed as active; x = no result given.

The opening 5 entries as a preview:
1: COC(=O)c1ccccc1N(C)S(=O)(=O)c1cc2c3c(c1)CCC(=O)N3CCC2
2: O=C(Nc1ccc(Br)cc1)C1CCCN1S(=O)(=O)c1cccs1 (centres undefined)
3: COc1cc(/C=C2\SC(=S)N(NS(=O)(=O)c3ccccc3)C2=O)ccc1O
4: CCC(=O)N1CCc2cc(S(=O)(=O)N3CCCCCC3)ccc21
5: COC(=O)c1ccccc1NC(=O)CSc1nnc(C(C)NC(=O)c2ccc(Cl)cc2Cl)n1C (centres undefined)
compound no.	1	2	3	4	5
GLD-1 TGE inh	-1	-2	-28	3	-8
GRK2 aptamer HTS	0	0	0	0	3
MEX-5 binding	-1.0	0.1	43	x	0.7
CIT2-GFP yeast	95	91	96	92	100
AGP1-GFP MLPCN	111	98	102	92	107
MCL1-BIM inh	1	-2	0	-2	-2
Yeast superoxide	97	116	102	102	103
BCLXL inh	2	-1	7	-2	1
VLA-4 inh	11	32	-25	0	11

Results, from the start:
1: COC(=O)c1ccccc1N(C)S(=O)(=O)c1cc2c3c(c1)CCC(=O)N3CCC2
2: O=C(Nc1ccc(Br)cc1)C1CCCN1S(=O)(=O)c1cccs1 (centres undefined)
3: COc1cc(/C=C2\SC(=S)N(NS(=O)(=O)c3ccccc3)C2=O)ccc1O
4: CCC(=O)N1CCc2cc(S(=O)(=O)N3CCCCCC3)ccc21
5: COC(=O)c1ccccc1NC(=O)CSc1nnc(C(C)NC(=O)c2ccc(Cl)cc2Cl)n1C (centres undefined)
6: Cc1cccc(-c2nnn(C/C(N)=N/O)n2)c1
7: COc1ccc(NC(=O)CN2CCN(C(=O)C3CCCO3)CC2)c(OC)c1 (centres undefined)
8: COc1ccc(NC(=O)COC(=O)Cn2cnc3ccccc3c2=O)c(OC)c1
compound no.	1	2	3	4	5	6	7	8
GLD-1 TGE inh	-1	-2	-28	3	-8	2	3	3
GRK2 aptamer HTS	0	0	0	0	3	0	0	3
MEX-5 binding	-1.0	0.1	43	x	0.7	-0.4	3.7	x
CIT2-GFP yeast	95	91	96	92	100	107	103	99
AGP1-GFP MLPCN	111	98	102	92	107	101	101	107
MCL1-BIM inh	1	-2	0	-2	-2	1	6	-7
Yeast superoxide	97	116	102	102	103	91	106	91
BCLXL inh	2	-1	7	-2	1	-1	6	-5
VLA-4 inh	11	32	-25	0	11	0	-6	9

9: CC(C)c1nc(SCC(=O)NC2CCCCC2)c2ccccc2n1
10: Cc1occc1C(=O)NNC(=S)NC(=O)COc1ccc(Cl)cc1Cl
11: CCC(C)(C)NCC(=O)Nc1ccc(OC(F)(F)F)cc1
12: COc1ccc(/C=C/C(=O)Oc2ccc(/C=N\NC(=O)c3ccc(F)cc3)cc2)cc1
13: CC(=O)Nc1ccc(C2C(=O)c3ccccc3C2=O)cc1
14: Cc1ccc(-n2cccn2)c([C@@H]2C[C@H]3CN(C)C(=O)[C@]34CCCN24)c1
15: CC(NC(=O)COc1ccc(Br)cc1)C1CCCO1 (centres undefined)
16: CCN(CC)S(=O)(=O)c1ccc(NC(=O)COc2nc3ccccc3nc2N2CCOCC2)cc1
compound no.	9	10	11	12	13	14	15	16
GLD-1 TGE inh	-1	-3	-1	1	7	-1	8	4
GRK2 aptamer HTS	0	0	4	1	0	1	0	3
MEX-5 binding	1.4	-1.9	0.8	-3.7	-0.8	2.8	-0.5	-1.9
CIT2-GFP yeast	90	101	85	87	102	108	97	92
AGP1-GFP MLPCN	90	104	94	93	103	107	93	94
MCL1-BIM inh	2	24	2	10	5	-3	2	-4
Yeast superoxide	100	120	85	97	100	88	121	100
BCLXL inh	4	13	2	5	-1	-2	2	0
VLA-4 inh	-10	2	-2	8	5	0	-4	11

17: CCOC(=O)C1CCCN(Cc2nc(N)nc(Nc3ccc(OC)cc3)n2)C1 (centres undefined)
18: CCCS(=O)(=O)N1CCCC(C(=O)NCCCOC(C)C)C1 (centres undefined)
19: CCc1ccc(OCC(O)Cn2c(N3CCCCC3)nc3c2c(=O)[nH]c(=O)n3C)cc1 (centres undefined)
20: N#Cc1ccc(COc2cccnc2[N+](=O)[O-])cc1
21: CCn1ccnc1CN1CCc2c([nH]c3ccccc23)C1C(C)(C)C (centres undefined)
22: Cc1cccc(N(CC(=O)N2CCOCC2)S(C)(=O)=O)c1
23: CC(=O)Nc1ccc(O)c(-c2nc3ccccc3s2)c1
24: COc1ccccc1C(=O)Nc1ccnn1C1CCN(Cc2cnc(N(C)C)s2)CC1
25: CCSc1nnc([C@@H]2CCCN2C(=O)OC(C)(C)C)o1
26: COc1ccc(S(=O)(=O)Nc2ccc(Oc3ccsc3C(=O)O)cc2)cc1
27: CCS(=O)(=O)c1ccc2oc(Nc3cccc(OC)c3)nc2c1
compound no.	17	18	19	20	21	22	23	24	25	26	27
GLD-1 TGE inh	2	8	36*	-2	4	-3	5	1	-1	-2	-4
GRK2 aptamer HTS	6	0	0	2	3	5	2	2	2	0	1
MEX-5 binding	1.4	0.7	0.1	-0.9	-1.0	0.6	0.2	1.3	0.4	2.6	1.7
CIT2-GFP yeast	94	91	105	102	96	97	100	104	86	107	105
AGP1-GFP MLPCN	101	100	99	98	112	101	100	100	99	98	100
MCL1-BIM inh	4	-5	-1	7	2	9	18	5	-21	-2	15
Yeast superoxide	105	105	101	98	104	91	102	96	92	98	109
BCLXL inh	5	6	3	7	4	8	5	1	-5	4	12
VLA-4 inh	4	0	-2	0	15	-20	-5	8	9	-4	-22

Some of the entries so far, with each value named:
(19) CCc1ccc(OCC(O)Cn2c(N3CCCCC3)nc3c2c(=O)[nH]c(=O)n3C)cc1 (centres undefined)
  GLD-1 TGE inh: 36*
  GRK2 aptamer HTS: 0
  MEX-5 binding: 0.1
  CIT2-GFP yeast: 105
  AGP1-GFP MLPCN: 99
  MCL1-BIM inh: -1
  Yeast superoxide: 101
  BCLXL inh: 3
  VLA-4 inh: -2
(20) N#Cc1ccc(COc2cccnc2[N+](=O)[O-])cc1
  GLD-1 TGE inh: -2
  GRK2 aptamer HTS: 2
  MEX-5 binding: -0.9
  CIT2-GFP yeast: 102
  AGP1-GFP MLPCN: 98
  MCL1-BIM inh: 7
  Yeast superoxide: 98
  BCLXL inh: 7
  VLA-4 inh: 0

Screens deposited in PubChem by several laboratories.
